Screens (PubChem BioAssay)
NCOA1 inh = human NCOA1 inhibition | HEK293 GAL4-SRC1 luciferase reporter, luminescence | inhibition, % at 3.6 µM | 0.12% of 360,000 active;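 active = inhibition above the campaign mean plus 3 SD, with each screening campaign given its own cutoff, cut at about 60% in these data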;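 also: 0% = DMSO treated cells and 100% = gossypol at 36 µM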
Target sequence (Q15788 whole entry, looked up, the tested form may be a part): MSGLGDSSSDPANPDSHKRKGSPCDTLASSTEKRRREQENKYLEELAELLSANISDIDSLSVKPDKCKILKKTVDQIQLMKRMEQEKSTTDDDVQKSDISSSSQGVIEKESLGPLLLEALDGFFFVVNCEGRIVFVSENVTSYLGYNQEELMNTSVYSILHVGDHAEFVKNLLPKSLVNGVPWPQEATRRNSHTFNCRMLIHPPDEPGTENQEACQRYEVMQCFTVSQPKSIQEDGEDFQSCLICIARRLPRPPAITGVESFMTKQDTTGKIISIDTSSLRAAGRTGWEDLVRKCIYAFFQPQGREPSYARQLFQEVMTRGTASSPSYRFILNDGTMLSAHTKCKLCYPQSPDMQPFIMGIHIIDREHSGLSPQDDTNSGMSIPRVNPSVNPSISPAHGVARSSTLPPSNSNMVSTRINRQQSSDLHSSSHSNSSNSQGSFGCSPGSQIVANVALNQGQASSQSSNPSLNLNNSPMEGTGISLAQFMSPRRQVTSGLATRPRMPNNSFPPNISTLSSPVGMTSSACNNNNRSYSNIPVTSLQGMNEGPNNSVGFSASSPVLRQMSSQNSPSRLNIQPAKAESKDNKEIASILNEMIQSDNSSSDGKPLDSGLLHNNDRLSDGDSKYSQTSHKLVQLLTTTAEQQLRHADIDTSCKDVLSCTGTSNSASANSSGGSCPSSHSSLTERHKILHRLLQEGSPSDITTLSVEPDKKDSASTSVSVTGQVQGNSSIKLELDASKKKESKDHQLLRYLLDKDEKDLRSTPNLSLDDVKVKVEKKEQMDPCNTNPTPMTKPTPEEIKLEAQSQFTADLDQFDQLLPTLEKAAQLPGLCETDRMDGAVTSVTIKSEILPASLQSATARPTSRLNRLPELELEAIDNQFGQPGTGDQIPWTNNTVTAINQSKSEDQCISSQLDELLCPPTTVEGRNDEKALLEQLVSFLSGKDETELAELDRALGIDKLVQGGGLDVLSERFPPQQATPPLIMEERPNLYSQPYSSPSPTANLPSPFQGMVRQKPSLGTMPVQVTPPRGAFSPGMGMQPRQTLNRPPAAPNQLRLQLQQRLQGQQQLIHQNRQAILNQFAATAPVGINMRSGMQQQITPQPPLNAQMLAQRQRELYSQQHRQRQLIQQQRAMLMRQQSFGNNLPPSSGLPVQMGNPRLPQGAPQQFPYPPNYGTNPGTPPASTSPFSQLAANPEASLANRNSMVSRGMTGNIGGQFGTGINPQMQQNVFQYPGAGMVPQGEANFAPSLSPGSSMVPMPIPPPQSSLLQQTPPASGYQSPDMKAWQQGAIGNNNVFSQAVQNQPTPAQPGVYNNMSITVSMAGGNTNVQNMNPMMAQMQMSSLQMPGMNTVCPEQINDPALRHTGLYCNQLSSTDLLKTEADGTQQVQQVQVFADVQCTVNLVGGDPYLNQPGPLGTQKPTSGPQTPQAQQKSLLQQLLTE
TWEAK Fn14 block = inhibitors of TWEAK-Fn14 interaction signaling; inhibition, % at 10 µM; 2% of 360,000 active; TWEAK-stimulated Fn14 reporter cells, luciferase luminescence, 8 h; AID 1159606; in the data active = inhibition above about 50%
NR2F2 inh = inhibitors of human COUP-TFII (NR2F2) | inhibition, % at 8.6 µM | 0.7% of 370,000 active | HEK293T NGFI-A luciferase reporter, luminescence | P24468;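 active = inhibition above a per-plate cutoff, mean inhibition of test wells between control levels plus 3 SD, cut at about 38% in these data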;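 also: cells cotransfected with COUP-TFII expression vector driving the NGFI-A reporter; 0% = median of COUP-TF2 test wells and 100% = reporter-only cells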
SRC3 inh = inhibitors of human steroid receptor coactivator 3 (SRC3). 0.17% of 360,000 active. HEK293 GAL4-SRC3 luciferase reporter, luminescence. inhibition, % at 3.6 µM. AID 588352;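 active = inhibition above a per-campaign cutoff, the mean of all compounds plus 3 SD, cut at about 60% in these data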;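 also: 0% = DMSO-treated cells and 100% = gossypol-treated cells at 36 µM; higher means less SRC3-driven luciferase light from the GAL4 reporter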
TROY signal inh = blocks TROY-dependent signaling in reporter cells; inhibition, % at 10 µM; 0.98% of 360,000 active; Q293 LMP1-TROYcd NF-kB luciferase reporter, 4 h;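 active = compounds whose plate-normalised and pattern-corrected inhibition of the luciferase reporter signal at the single screening dose is 50% or more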
LRH-1 inv ag = suppresses constitutive activity of human LRH-1; inhibition, % at 3.6 µM; HEK293T StAR-luciferase reporter, LRH-1 transfected, 24 h; AID 602396; 0.13% of 360,000 active;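 active = inhibition above the mean inhibition of all tested compounds plus 3 SD, cut at about 73% in these data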;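 also: 0% = DMSO wells and 100% = reporter-only cells lacking LRH-1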
NCOA2 inhibitor = inhibits human steroid receptor coactivator 2; inhibition, % at 9 µM; Q15596; AID 651957; 0.17% of 370,000 active; HEK293 GAL4-SRC2 luciferase reporter, luminescence;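 active = inhibition above the mean inhibition of all tested compounds plus 3 SD, set per campaign, cut at about 52% in these data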;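 also: 0% = DMSO treated cells and 100% = cells given Gossypol at 36 µM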
C8 TRAIL sens = caspase-8 TRAIL sensitization; 1% of 360,000 active; NB7+C8 cells + TRAIL, ATPlite viability luminescence; inhibition (viability loss, TRAIL sensitization), % at 10 µM; AID 624354;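 active = compounds causing at least 50% loss of cell viability in the single-dose screen, relative to plate controls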
KKLEB cytotox = counter-screen for CF NF-kB inhibitors: cytotoxicity. activity change (cytotoxicity), % at 5 µM. AID 602141. KKLEB CF airway cells viability, ATPlite luminescence, overnight; stronger effect = lower value; cells stimulated with P. aeruginosa culture filtrate. 0.36% of 360,000 active;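 active = corrected activity change at or below -50% at 5 µM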
LMP1 NFkB inh = Epstein-Barr LMP1 NF-kappaB reporter inhibition. LMP1-induced NF-kappaB luciferase reporter cells, luminescence. 0.69% of 350,000 active. AID 504558. inhibition, % at 12.5 µM; in the data active = inhibition above about 41%;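 also: 0% = neutral control wells and 100% = reference inhibitor control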
CF NFkB block = cystic fibrosis NF-kB activation inhibition. KKLEB NF-kB-GFP reporter, PAF-induced, GFP fluorescence overnight. inhibition, % at 5 µM. 0.86% of 360,000 active;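 active = at least 50% inhibition at 5 µM, scaled per plate between neutral and stimulator controls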;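 also: PAF is a Pseudomonas aeruginosa culture filtrate used as stimulus; plate controls were PAF-stimulated DMSO wells for no effect and unstimulated DMSO wells for full effect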
* hit, by the source's call; · = no result given.

SMILES	NCOA1 inh	TWEAK Fn14 block	NR2F2 inh	SRC3 inh	TROY signal inh	LRH-1 inv ag	NCOA2 inhibitor	C8 TRAIL sens	KKLEB cytotox	LMP1 NFkB inh	CF NFkB block
Cc1nn(Cc2ccc(Cl)cc2Cl)c(C)c1NC(=O)CCl	-56	20	-6	-26	-27	-21	28	90*	-3	21	15
COC(=O)CN1C(=S)N(c2ccc(F)cc2)C(=O)C1CC(=O)Nc1ccccc1 (centres undefined)	-4	10	0	16	16	-13	-9	6	5	10	-1
COc1ccc(CN2CCN(Cc3nc4ccccc4s3)CC2CCO)c(C)c1C (centres undefined)	10	24	19	14	-8	-1	25	15	-4	16	15
Cc1ccc(NCCC(=O)c2cccc([N+](=O)[O-])c2)c(C)c1	-35	22	1	-49	35	-2	-40	-4	-14	-17	-14
O=C(Nc1ccc(F)c(Cl)c1)c1cc(C2CCCN(S(=O)(=O)c3cccs3)C2)on1 (centres undefined)	1	-7	8	-3	16	14	-1	14	10	·	7
COC(=O)c1ccccc1N(C)S(C)(=O)=O	-9	0	2	4	8	4	7	13	3	-6	-3
COc1ccc(NS(=O)(=O)c2ccc(N3CCOCC3)c(NC(=O)/C=C/C(=O)O)c2)cc1	-10	-1	5	-5	5	0	17	-13	18	2	-2
CC(=O)Nc1ccc(NC(=O)C(C)OC(=O)/C=C/c2cccs2)cc1 (centres undefined)	-9	-13	-6	10	8	4	-6	9	2	3	-11
Cc1noc(NS(=O)(=O)c2ccc(N/C=C/C(=O)c3cccnc3)cc2)c1C	-7	15	-7	-2	-27	-36	-26	13	-9	4	31
CCOC(=O)C1CCN(c2cc(=O)n(-c3ccccc3Cl)c(=O)[nH]2)CC1	5	15	-11	-4	-5	26	-16	7	-1	13	11
N#Cc1ccc2[nH]c(CO)c(-c3ccccc3)c2c1	-11	21	18	-3	-10	18	-20	-10	18	-2	-2
CCC(=O)NC(=S)Nc1cccc(NC(=O)CC)c1	12	10	-4	-11	29	11	-10	-3	1	-3	6
COc1ccccc1N(C)S(=O)(=O)c1ccc(C(=O)OCC(=O)NCc2ccco2)cc1	-18	10	9	0	8	5	-3	0	14	-6	-1
C[C@@H](NC(=O)C1(c2ccccc2)CCN(C(=O)OC(C)(C)C)CC1)C(=O)N[C@@H](Cc1ccccc1)C(=O)O	11	15	-13	23	-19	-4	4	-27	13	-5	-23
O=C(Cn1nc(C(F)(F)F)c2c1CCCC2)NCc1ccco1	4	-10	18	7	-8	0	-21	-4	-4	-1	-2
O=C(NCC(=O)N(c1cccc(F)c1)C(C(=O)NC1CCCC1)c1cccnc1)c1cccs1 (centres undefined)	-9	0	13	-13	-11	1	14	-4	4	9	4
COc1cccc(-c2cccc(NC(=O)C3CCN(CC4CCOC4)CC3)c2)c1 (centres undefined)	-10	-7	-6	-15	-24	-2	-27	-9	10	-2	-20
COc1ccccc1-n1c(CCC(=O)O)ccc1-c1ccccc1	-26	21	-4	11	38	10	-56	2	4	-25	-7
CC1(C)Cc2c(cnn2-c2ccc(F)cc2)C(NC(=O)c2ccoc2)C1 (centres undefined)	14	23	-11	3	-30	3	-34	-1	-14	-11	-3
CCC(C)NC(=O)C1CCCN(C(=O)NC2CCCCC2)C1 (centres undefined)	1	2	3	6	6	16	-4	-6	4	-10	3
O=C(NCCS(=O)(=O)NCCCc1ccccc1)c1ccccc1	5	-4	-15	-3	8	-9	-37	8	0	-3	-1
O=C1NC(=O)C2(C=C(c3ccccc3)C(O)(c3ccccc3)C2)N1 (centres undefined)	8	-8	-3	2	8	-7	0	-20	8	-3	-20

In another format: 14 of the compounds above.
| Structure | NCOA1 inh | TWEAK Fn14 block | NR2F2 inh | SRC3 inh | TROY signal inh | LRH-1 inv ag | NCOA2 inhibitor | C8 TRAIL sens | KKLEB cytotox | LMP1 NFkB inh | CF NFkB block |
| --- | --- | --- | --- | --- | --- | --- | --- | --- | --- | --- | --- |
| Cc1noc(NS(=O)(=O)c2ccc(N/C=C/C(=O)c3cccnc3)cc2)c1C | -7 | 15 | -7 | -2 | -27 | -36 | -26 | 13 | -9 | 4 | 31 |
| CCOC(=O)C1CCN(c2cc(=O)n(-c3ccccc3Cl)c(=O)[nH]2)CC1 | 5 | 15 | -11 | -4 | -5 | 26 | -16 | 7 | -1 | 13 | 11 |
| N#Cc1ccc2[nH]c(CO)c(-c3ccccc3)c2c1 | -11 | 21 | 18 | -3 | -10 | 18 | -20 | -10 | 18 | -2 | -2 |
| CCC(=O)NC(=S)Nc1cccc(NC(=O)CC)c1 | 12 | 10 | -4 | -11 | 29 | 11 | -10 | -3 | 1 | -3 | 6 |
| COc1ccccc1N(C)S(=O)(=O)c1ccc(C(=O)OCC(=O)NCc2ccco2)cc1 | -18 | 10 | 9 | 0 | 8 | 5 | -3 | 0 | 14 | -6 | -1 |
| C[C@@H](NC(=O)C1(c2ccccc2)CCN(C(=O)OC(C)(C)C)CC1)C(=O)N[C@@H](Cc1ccccc1)C(=O)O | 11 | 15 | -13 | 23 | -19 | -4 | 4 | -27 | 13 | -5 | -23 |
| O=C(Cn1nc(C(F)(F)F)c2c1CCCC2)NCc1ccco1 | 4 | -10 | 18 | 7 | -8 | 0 | -21 | -4 | -4 | -1 | -2 |
| O=C(NCC(=O)N(c1cccc(F)c1)C(C(=O)NC1CCCC1)c1cccnc1)c1cccs1 (centres undefined) | -9 | 0 | 13 | -13 | -11 | 1 | 14 | -4 | 4 | 9 | 4 |
| COc1cccc(-c2cccc(NC(=O)C3CCN(CC4CCOC4)CC3)c2)c1 (centres undefined) | -10 | -7 | -6 | -15 | -24 | -2 | -27 | -9 | 10 | -2 | -20 |
| COc1ccccc1-n1c(CCC(=O)O)ccc1-c1ccccc1 | -26 | 21 | -4 | 11 | 38 | 10 | -56 | 2 | 4 | -25 | -7 |
| CC1(C)Cc2c(cnn2-c2ccc(F)cc2)C(NC(=O)c2ccoc2)C1 (centres undefined) | 14 | 23 | -11 | 3 | -30 | 3 | -34 | -1 | -14 | -11 | -3 |
| CCC(C)NC(=O)C1CCCN(C(=O)NC2CCCCC2)C1 (centres undefined) | 1 | 2 | 3 | 6 | 6 | 16 | -4 | -6 | 4 | -10 | 3 |
| O=C(NCCS(=O)(=O)NCCCc1ccccc1)c1ccccc1 | 5 | -4 | -15 | -3 | 8 | -9 | -37 | 8 | 0 | -3 | -1 |
| O=C1NC(=O)C2(C=C(c3ccccc3)C(O)(c3ccccc3)C2)N1 (centres undefined) | 8 | -8 | -3 | 2 | 8 | -7 | 0 | -20 | 8 | -3 | -20 |

Compounds as they come (roughly 4.2% active in at least one column).
